PGC1a acetyl inh = inhibitors of PGC1a acetylation signal, primary screen, cell-based, U2OS, AlphaScreen, inhibitor mode | AlphaScreen anti-acetyl-lysine; with virally co-expressed GCN5 acetyltransferase | inhibition, % at 15.6 µM | 350,000 compounds, 0.17% hits;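 active = every replicate shows inhibition of at least 40%; inconclusive = mean inhibition at least 40% but some replicate below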;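 note: 0% = neutral control wells and 100% = positive control wells; some results beyond the cut were filed as inactive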
INS-1E GSIS act = GLuc luminescence reporter in INS-1E cells, primary screen for activators of glucose-dependent secretion of insulin | 370,000 compounds, 0.61% hits | INS-1E GLuc reporter insulin secretion, 2-3 h | activation, % at 16.6 µM;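 active = lowest replicate activation of at least 40%, so every replicate reaches that level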;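 note: 0% = median of neutral control wells and 100% = median of IBMX positive control wells; some compounds called inactive have numbers as strong as hits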
Cneo AK release = Cryptococcus neoformans cell lysis inducers, primary screen, AK release luminescence, single concentration | C. neoformans lysis, adenylate kinase release luminescence, 4 h; normalised: neutral wells 0, clomiphene wells 100 | lysis activity, % at 15 µM | 360,000 compounds, 0.2% hits | AID 651654, 2012;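 active = mean lysis activity across replicates of at least 80%, whatever share of replicates individually reach that level; inactive = mean lysis activity below 80%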
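Assay system: Cryptococcus neoformans yeast cells / Dosing: single-point compound dose / Timing: 4 h at 37 °C static, read 1 h later / Measured by: luminescence of released adenylate kinase using an AK detection reagent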
FN deposit inh = inhibitors of fibronectin matrix deposition, primary screen, AH1F cells, Alexa488-fibronectin fluorescence, plate reader; inhibition, % at 12.6 µM; 350,000 compounds, 0.086% hits; AH1F fibroblasts, overnight; AID 743247, 2014;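 active = mean inhibition across replicates of 30% or more, regardless of how many single replicates reach that level; inconclusive = mean under 30% yet at least half of replicates reach 30%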;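 note: positive control wells lacked labelled fibronectin entirely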
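Material: AH1F fibroblast monolayer depositing Alexa488-labelled fibronectin into matrix / Amount: 10000 AH1F cells per well / Signal: fluorescence 485/525 nm / Medium: DMEM, 2% serum / Compound: single dose, pinned / Incubation: 1 h cell adhesion before compound, then overnight fibronectin incubation / Reagent: Alexa488-FN, 24 nM final / Read-out: inhibition of fibronectin deposition signal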
PglD inh = C. jejuni PglD acetyltransferase inhibitors, primary screen, biochemical, DTNB colorimetric, single point. UDP-N-acetylbacillosamine N-acetyltransferase PglD (Campylobacter jejuni). AID 602405, 2012. inhibition, % at 12.5 µM. purified PglD enzyme, DTNB colorimetric CoA detection. 360,000 compounds, 0.098% hits; in the data active = inhibition above about 16%, passing the limit was not always enough; inconclusive = no clear call, values can overlap the other calls; note: strong numbers were not always called active
C2C12 statin = suppressors of statin myotoxicity in C2C12 myotubes, primary screen, cell-based, single point, plate reader; C2C12 myotubes + simvastatin, ATP luminescence, 48 h; scaled: DMSO 0, geranylgeraniol control 100; rescue of ATP level, % at 7.49 µM; 330,000 compounds, 0.78% hits; AID 602340, 2012;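 active = mean ATP rescue above about 67%, or every replicate alone reaching that limit, limit read from the data, passing the limit was not always enough; inconclusive = no clear call, values can overlap the other calls; inactive = mean under the limit and some replicate under it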;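 note: myotubes were challenged with 10 µM simvastatin during compound exposure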
CFTR F508del cor = F508del CFTR correction, initial screen, CFBE line, single point; CFBE cells, YFP halide quenching; stimulated with forskolin plus potentiator P3; % fluorescence drop versus neutral controls; activity (quench increase), % at 7.58 µM; 350,000 compounds, 0.36% hits; AID 720511, 2013;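 active = mean added fluorescence quench of at least 8% versus neutral control, with both replicates also reaching 8%; inconclusive = only one of the mean or replicate conditions met; inactive = mean below 8% and not both replicates reaching 8%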;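 note: cells transiently co-express mutant CFTR-F508del with the halide-sensitive YFP; corrector assay measuring rescue of mutant channel to the surface after 24 h compound exposure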
miR122 inh = miR-122 Renilla sensor signal increase in Huh7, primary screen, miR-122 inhibitor project, cell-based, single point, plate reader | Huh7 miR-122 Renilla luciferase sensor, 48 h; neutral wells = 0, positive control = 100 | activation (reporter increase), % at 12.5 µM | 340,000 compounds, 0.3% hits | AID 602342, 2012;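 active = mean replicate activation score at least 90 and every replicate individually at or above 90; inconclusive = only one of the two criteria met; inactive = neither criterion met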;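 note: higher luciferase means less miR-122 activity so hits act as miR-122 inhibitors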
Starred values were filed as active, the others as inactive; ? = inconclusive; nt = no result given; [ ] = another dose, or the depositor's remark.

1: CC(=O)CSc1nnc(-c2ccc3c(c2)OCO3)o1
2: CCc1ccccc1NC(=O)N[C@@H](C)C(=O)OC
3: COc1ccc(NC(=O)c2cc(C3CCCCN3C(=O)Cc3ccc(N(C)C)cc3)on2)c(C)c1 (stereo not drawn)
4: COCCNC(=O)/C(C#N)=C/c1c(N2CCCCCC2)nc2ccccn2c1=O
5: COc1ccccc1CNC(=O)C[C@@H]1CC[C@H]2[C@@H](COC[C@H](O)CN2Cc2cccc(-c3ccncc3)c2)O1
6: Cn1c(CNC(=O)CCNC(=O)c2ccc(Br)cc2)cc(=O)n(C)c1=O
7: O=C(CCSCc1ccccc1F)NCc1cccnc1
8: C/C=C/c1ccc([C@H]2[C@@H](CO)N(Cc3ccccn3)[C@H]2CNC(=O)CC)cc1
9: O=C(CCNS(=O)(=O)c1ccccc1C(F)(F)F)NCCCN1CCOCC1
10: O=C(C[C@H]1CC[C@@H]2[C@H](COC[C@@H](O)CN2Cc2nccs2)O1)NCc1ccccc1F
assay / compound	1	2	3	4	5	6	7	8	9	10
PGC1a acetyl inh	10	-10	-8	2	-1	5	11	1	nt	-2
C2C12 statin	1	0	0	-7	22	6	nt	2	3	6
FN deposit inh	-6	nt	10	6	-6	-1	4	-7	2	-8
miR122 inh	4	-1	8	7	1[16.7 µM]	0	0	-108[16.7 µM]	-9	7[16.7 µM]
Cneo AK release	-12	nt	-1	-2	0	0	nt	-8	1	52
CFTR F508del cor	nt	nt	4.2	-0.6	0.3	-1.3	-3.2	6.2	nt	1.2
PglD inh	0	nt	-1	6	0	1	nt	0	2	-6
INS-1E GSIS act	nt	3	1	5	-2	-6	11	7	nt	12

11: Cc1ncc([N+](=O)[O-])n1CCOC(=O)c1ccc(Cl)cc1Cl
12: CC(=O)N(C)C[C@H]1Oc2cc(-c3ccc(C#N)cc3)ccc2S(=O)(=O)N([C@@H](C)CO)C[C@@H]1C
13: COc1ccc(NC(=O)CCN2C(=O)c3cccc([N+](=O)[O-])c3C2=O)cc1
14: O=C(CCc1ccccc1)NNC(=O)c1ccc(F)cc1
15: O=C(NC(=O)c1cc([N+](=O)[O-])ccc1Cl)C1=C(N2CCCC2)COC1=O
16: CSCC(=O)Nc1cc(C)on1
17: CCn1cc(C(=O)Nc2cccc(NC(C)=O)c2)c2cc(OC)c(OC)cc2c1=O
18: O=C(O)CCC(=O)N1N=C(c2ccccc2)CC1c1cccs1 (stereo not drawn)
19: CCCC#Cc1ccc2c(c1)O[C@@H](CN(C)C(=O)c1ccccc1F)[C@H](C)CN([C@@H](C)CO)S2(=O)=O
20: O=S(=O)(c1ccc(-c2ccon2)s1)N1CCCC1
assay / compound	11	12	13	14	15	16	17	18	19	20
PGC1a acetyl inh	-14	?	nt	-9	-7	9	3	5	-4	38
C2C12 statin	-11	-5	3	nt	-4	nt	-18	8	-38	-1
FN deposit inh	nt	10	1	0	10	-9	0	1	-13	1
miR122 inh	0	4[16.7 µM]	nt	nt	1	0	-1	-4	-9[16.7 µM]	nt
Cneo AK release	-1	53	-1	nt	-4	0	2	1	51	nt
CFTR F508del cor	nt	-0.7	0.0	-0.9	-0.2	-32	nt	-0.5	1.2	nt
PglD inh	7	4	7	nt	-3	3	-4	2	-2	nt
INS-1E GSIS act	nt	11	-18	0	2	6	nt	34	-20	1

21: Cc1ccc(COC(=O)c2nn(-c3ccccc3)nc2N)cc1
22: Cc1ccc(NC(=O)CN(C)S(=O)(=O)c2cccc3nsnc23)cc1Cl
23: COc1ccc(-c2cc(-c3ccccc3)c(C#N)c(S(C)=O)n2)cc1 (stereo not drawn)
24: CC(C)C#Cc1ccc2c(c1)O[C@@H](CN(C)C(=O)c1ccncc1)[C@@H](C)CN([C@@H](C)CO)S2(=O)=O
25: COc1ccc(OC)c(S(=O)(=O)n2nnc3ccccc32)c1
26: Cc1ccc(S(=O)(=O)Nc2nc3ccc(N)cc3s2)cc1
27: CS(=O)(=O)c1ccc(C(=O)Nc2ccccc2Cl)cc1
28: COc1cccc(CNC(=O)c2cccs2)c1
29: C=CCn1c(SCC(=O)NCc2ccco2)nc2sc3c(c2c1=O)CCCC3
30: COc1ccc(C(=O)/C=C/c2ccccc2OC)c(OC(=O)c2ccc([N+](=O)[O-])cc2)c1
assay / compound	21	22	23	24	25	26	27	28	29	30
PGC1a acetyl inh	5	-19	85*	-9	-6	nt	4	4	-5	0
C2C12 statin	4	3	9	5	4	-6	9	-4	-58	nt
FN deposit inh	0	3	-7	nt	nt	1	5	9	nt	7
miR122 inh	1	4	5	3[16.7 µM]	2	nt	-2	1	7	17
Cneo AK release	-1	2	-1	0	0	-4	-7	-1	2	-7
CFTR F508del cor	-0.2	nt	nt	2.6	nt	0.8	-0.4	-0.3	nt	nt
PglD inh	0	4	-1	-3	5	4	-5	-4	-1	5
INS-1E GSIS act	5	nt	nt	-3	nt	5	nt	12	-16	3

Of the compounds above, 2 contain an aryl thioether with sulfur outside any ring:
1: CC(=O)CSc1nnc(-c2ccc3c(c2)OCO3)o1
29: C=CCn1c(SCC(=O)NCc2ccco2)nc2sc3c(c2c1=O)CCCC3
assay / compound	1	29
PGC1a acetyl inh	10	-5
C2C12 statin	1	-58
FN deposit inh	-6	nt
miR122 inh	4	7
Cneo AK release	-12	2
CFTR F508del cor	nt	nt
PglD inh	0	-1
INS-1E GSIS act	nt	-16

New compounds follow.
31: CS(=O)(=O)c1ccc(Cl)c(NC(=O)CSc2nnc(C3CC3)n2C2CC2)c1
32: O=C(NCc1cnc2ccccn12)C1CCC(=O)N(Cc2cccc(F)c2)C1 (stereo not drawn)
33: NC(CO)C12CC3CC(CC(C3)C1)C2 (stereo not drawn)
34: O=C(C#Cc1cccc([N+](=O)[O-])c1)c1ccccc1
35: NC(CCC(=O)NC(CS)C(=O)NCC(=O)O)C(=O)O (stereo not drawn)
36: CC(NC(N)=O)C(=O)Nc1ccc(Cl)c(S(=O)(=O)Nc2ccc(Br)cc2)c1 (stereo not drawn)
37: C[C@@H]1CN([C@H](C)CO)C(=O)c2ccccc2-c2ccccc2CO[C@@H]1CN(C)S(=O)(=O)c1ccsc1
38: COCCNC(=O)CC(c1ccccc1)c1ccccc1
39: CC(=O)Nc1nc2[nH]ccc2c(=O)[nH]1
40: CCOC(=O)N(C)c1c(CC)nc2c(OCc3cccc(Cl)c3)cccn12
assay / compound	31	32	33	34	35	36	37	38	39	40
PGC1a acetyl inh	3	nt	nt	17	1	4	-11	4	4	-8
C2C12 statin	10	6	-9	-508	0	3	1	nt	6	-72
FN deposit inh	-4	nt	3	nt	5	nt	-4	nt	0	3
miR122 inh	-6	nt	-6	-4	-5	16	nt	5	-2	5
Cneo AK release	0	1	2	-3	0	-2	-3	6	0	6
CFTR F508del cor	-2.1	1.9	-0.2	nt	4.6	2.5	-2.8	nt	-2.4	-3.8
PglD inh	-6	-2	2	-2	-1	-3	7	4	1	-8
INS-1E GSIS act	7	6	0	nt	4	-28	3	nt	4	-16

41: CCOc1ccc(CCNC(=O)COn2nnc3ccc(S(=O)(=O)N4CCOCC4)cc32)cc1OCC
42: Cc1ccc(-n2nc(C)cc2N)c(C)c1
43: CO[C@H]1CN(C)C(=O)c2cc(NS(C)(=O)=O)ccc2OC[C@@H](C)N(C(=O)c2ccc3c(c2)OCO3)C[C@H]1C
44: O=C(COc1ccccc1)Nc1nnc(COc2ccccc2)s1
45: CC(C)c1ccc(NC(=S)N2CCN(S(=O)(=O)c3ccccc3)CC2)cc1
46: COc1ccc(OC)c(S(=O)(=O)Nc2cc3c(cc2N2CCCC2)n(C)c(=O)c(=O)n3C)c1
47: CC(C)C#Cc1ccc2c(c1)O[C@@H](CN(C)S(=O)(=O)c1cn(C)cn1)[C@H](C)CN([C@H](C)CO)S2(=O)=O
48: C[C@H](CO)N1C[C@H](C)[C@@H](CN(C)S(C)(=O)=O)OCCCC[C@H](C)Oc2ccc(NC(=O)Nc3ccccc3)cc2C1=O
49: O=C(NCCC1=CCCCC1)c1cc(-c2ccncc2)nc2ccccc12
50: Cc1ccc(S(=O)(=O)Nc2ccc3c(c2)C(=O)N([C@H](C)CO)C[C@@H](C)[C@@H](CN(C)C(=O)Nc2ccccc2)OCCCC[C@@H](C)O3)cc1
51: Cn1c(SCC(=O)Nc2ccccc2[N+](=O)[O-])nnc1C(F)(F)F
52: O=C(Cc1ccccn1)N[C@@H]1CC[C@@H](CCn2cc(-c3ccc(F)cc3)nn2)O[C@@H]1CO
53: Cc1ccc(-n2nc(C)c3cc(C(=O)O)sc32)cc1
assay / compound	41	42	43	44	45	46	47	48	49	50	51	52	53
PGC1a acetyl inh	12	nt	2	0	nt	-1	0	4	-1	-9	2	2	-24
C2C12 statin	nt	3	-3	nt	-6	7	-7	nt	4	nt	nt	nt	nt
FN deposit inh	0	1	1	nt	1	-2	-2	-2	nt	nt	-3	-4	nt
miR122 inh	-4	6	nt	-6	14	-3	10[16.7 µM]	3[16.7 µM]	-2	7[16.7 µM]	nt	nt	-4
Cneo AK release	nt	2	-3	0	0	0	2	60	-3	1	nt	nt	-5
CFTR F508del cor	0.5	-0.1	-0.3	-0.8	-2.5	0.7	-0.2	2.8	-7.9	-3.9	-0.9	-1.2	nt
PglD inh	nt	4	1	-6	-6	2	0	-4	-2	10	nt	nt	-2
INS-1E GSIS act	4	-13	12	17	-8	2	-8	-2	-6	7	11	0	nt

Compound activity: PubChem BioAssay, Broad Institute
